HT1080 IDH1KD tx: toxicity to HT-1080 IDH1 knockdown cells (counter line); 2% of 360,000 active; HT-1080 IDH1 knockdown viability, ATP luminescence, 48 h; AID 686971; Potency, µM (doses to about 46.1 µM), without a hit: top-dose activity, negative = toxicity, actives largely listed as cytotoxic;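 note: potency is the fitted concentration of half-maximal effect; 0% = DMSO wells and -100% = cell-free medium wells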
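Viability of IDH1-knockdown HT-1080 fibrosarcoma cells was assessed by CellTiter-Glo after 48 h at 37 °C with titrated compound; concentration-effect curves were classified by fit quality and response size.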
ATXN2 expr inh: reduces ATXN2 reporter expression in HEK-293 cells | HEK-293 ATXN2-luciferase reporter, luminescence, 24 h | Potency, µM (highest dose often 57 µM), for the others: at the highest dose activity change, negative = inhibition, actives largely listed as inhibitors | 0.72% of 360,000 active; note: potency is the fitted concentration of half-maximal effect; % is set by controls: 0 for no effect and ±100 for the full control effect; nearly all actives have a fitted effect of over 55% in size
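qHTS (up to 57 uM final) was run with 24 h compound exposure of reporter cells at 37 °C. Each well was multiplexed: SteadyGlo luminescence measured ATXN2-luciferase expression after a fluorogenic Gly-Phe-AFC viability readout (25 uM final).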
SW480 rerep: induces DNA re-replication in SW480 colon adenocarcinoma cells; SW480 DNA re-replication, Hoechst DNA content imaging, 48 h; Potency, µM (series often up to 46.1 µM), without a hit: top-dose re-replication activation, hits mostly activators; 1.8% of 340,000 active; AID 624297; note: potency is the fitted concentration of half-maximal effect; % of control where 0% means no effect; nearly all actives have a fitted effect of over 55% in size
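Compounds, transferred as 23 nL by pin tool, were incubated with cells for 48 hr; DNA content per nucleus was then quantified by Hoechst staining and fluorescence plate imaging.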
S2 tox: viability counter-screen for ATXN expression inhibitors; S2 cells (HEK-293 line with an ATXN2-luciferase reporter) viability, CellTiter-Fluor protease fluorescence, 24 h; Potency, µM (highest dose often 56.7 µM), most hits filed as cytotoxic; 0.49% of 400,000 active; note: potency is the fitted concentration of half-maximal effect; nearly all actives have a fitted effect of over 40% in size
IL-1B inflam inh: inflammasome signaling inhibition, IL-1 beta readout | THP-1 LPS/ATP IL-1B secretion, AlphaLISA, 16 h; stronger effect = lower value | activity change, % at 57.5 µM | 4.7% of 360,000 active; in the data active = activity change below about -50%; inconclusive = mostly about -30% to -49%; note: % is set by controls: 0 for no effect and ±100 for the full control effect
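THP-1 cells pretreated 1 hr with compounds (up to 57.5 uM final), then stimulated with LPS (250 ng/mL final) plus ATP (1.25 mM final); secreted IL-1B measured by AlphaLISA after 16 hr, decreased signal indicating inhibition.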
KB-3-1 cytotox: KB-3-1 parental cell cytotoxicity; 1.4% of 400,000 active; AID 1347075; KB-3-1 viability, CellTiter-Glo ATP luminescence, 72 h; Potency, µM (doses to about 46.1 µM), inactives show top-dose activity change, negative = cytotoxic, most hits filed as cytotoxic; note: potency is the fitted concentration of half-maximal effect; % is set by controls: 0 for no effect and ±100 for the full control effect; nearly all actives have a fitted effect of over 60% in size
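KB-3-1 cells, DMEM (no phenol red) + 10% FBS; compound by pin transfer, 72 h, 37 °C. Readout: CellTiter-Glo luminescence after 10 min. Data normalized, curve-fitted.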
HT1080-NT tox: kills 2HG-producing HT-1080-NT fibrosarcoma cells; HT-1080-NT fibrosarcoma viability, CellTiter-Glo ATP luminescence, 48 h; Potency, µM (series often up to 46.1 µM), for inactives: top-dose activity, negative = less viability, most hits filed as cytotoxic; 1.6% of 360,000 active;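 note: NT is the 2HG producing partner of a matched IDH1 knockdown line; potency is the fitted concentration of half-maximal effect; 0% = DMSO-treated cells and -100% = media-only wells without cells; nearly all actives have a fitted effect of over 55% in size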
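Viability of the 2HG-overproducing fibrosarcoma line after 48 hours of compound exposure at 37 degrees C was determined by luminescence with CellTiter-Glo, and concentration-effect curves were then fitted and categorized.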
MCF10A rerep: inducers of DNA re-replication in MCF 10A breast cells; MCF 10A DNA re-replication, Hoechst nuclear intensity, 48 h; Potency, µM (doses to about 46.1 µM), for inactives: at the top dose activity, positive = re-replication, hits mostly activators; 2.9% of 350,000 active; AID 624296; note: potency is the fitted concentration of half-maximal effect; % of control where 0% means no effect; nearly all actives have a fitted effect of over 50% in size
KB-V1 MDR tox: kills drug-selected multidrug resistant KB-V1 cells. KB-V1 MDR cells viability, CellTiter-Glo, 72 h. Potency, µM (series often up to 46.1 µM), inactives show at the highest dose activity change, negative = cytotoxicity, hits mostly cytotoxic. 3.4% of 400,000 active; note: potency is the fitted concentration of half-maximal effect; % is set by controls: 0 for no effect and ±100 for the full control effect; nearly all actives have a fitted effect of over 60% in size
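In this primary screen, KB-V1 cells overexpressing P-gp are incubated with library compounds (lowest to highest concentration) for 72 h at 37 degrees C before a luminescent ATP viability read.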
Active calls of the source: *; i = inactive; ? = inconclusive; . = no result given; & = joins results of further samples; ! = repeats disagree; [ ] = remark or other dose. Unless noted, calls come from the whole dose curve; as a rule, active = well fitted curve in the direction sought with a large enough effect; inconclusive = small, poorly fitted or top-dose-only effect, or another doubt; inactive = no such curve, though single readings can be large; an effect the other way counts as inactive or inconclusive.

Screens in order: HT1080 IDH1KD tx, ATXN2 expr inh, SW480 rerep, S2 tox, IL-1B inflam inh, KB-3-1 cytotox, HT1080-NT tox, MCF10A rerep, KB-V1 MDR tox
> Cc1c(N)c(=O)n(-c2ccccc2)n1C
  6.4%, 6.4%&4.0%, -49.2%[inhibitor], i, -8.2, -0.6%, 14.9%, 16.5%, 19.0%
> CC[N+](CC)(CC)CCOc1ccc(/C=C/c2ccccc2)cc1
  16.4µM*, 17.8µM*!, -32.1%[inhibitor], ?, 27.1, ?, ?, 0.0%, 0.4%
> CN(C(=O)c1ccccc1)c1nccnc1C#N
  2.7%, -0.7%, 12.1%, i, -14.9, 1.4%, 3.8%, -1.7%, 0.9%
> Cc1ccccc1-n1nnnc1SCc1cc(=O)n2ccsc2n1
  -3.6%, ., -6.3%, ., 60.1, -7.6%, 0.5%, -3.4%, 4.4%
> CN(C)c1ccc(C2(c3ccc(N(C)C)cc3)OC(=O)c3cc(N)ccc32)cc1
  -11.0%, -8.5%, -7.0%, i, -10.2, -3.1%, ?, 10.3%, -4.3%
> O=C(CN1CCN(S(=O)(=O)c2ccc(F)c(Cl)c2)CC1)N1CCc2ccccc2C1
  -1.8%, 7.5%, -1.3%, ?, -5.0, 0.3%, -1.1%, 13.3%, 9.2µM*
> CCC(c1nnnn1C(C)C)N1CCN(C2CCCC2)CC1 (stereo unspecified)
  18.9%, -8.3%, 1.5%, i, 0.0, 0.5%, 16.7%, -0.6%, 2.3%
> CCOC(=O)/C(=N/Nc1ccccc1OC)N1CCCc2ccccc21
  -14.5%, -3.8%, 11.0%, i, -4.7, 5.9%, -12.2%, ?, -12.9%
> Cc1ccc(C)c2[nH]c(=O)c(CCNS(=O)(=O)c3ccccc3)cc12
  7.1%, -9.8%, -1.6%, i, -0.5, 3.6%, 1.0%, -0.2%, -3.1%
> COCCNC(=O)c1oc2ccc3c(c2c1C)C(O)CC(C)(C)O3 (stereo unspecified)
  20.0%, 20.5%, -3.0%, i, 10.8, 8.8%, 13.8%, -2.6%, 2.7%
> O=C(CSc1ccccn1)Nc1ccc2c(c1)OCCO2
  9.3%, -14.8%, 7.7%, i, -7.9, -1.5%, -1.5%, ?, 3.3%
> O=C1CN(C(=O)C2CCCCC2)C(c2ccccc2)c2cc(F)ccc2N1 (stereo unspecified)
  ., 5.8%, ., i, ., 2.1%, ., ., -2.3%
> C[C@H](CO)N1C[C@H](C)[C@@H](CN(C)Cc2ccc(C(=O)Nc3ccccc3N)cc2)Oc2c(NC(=O)C3CCCCC3)cccc2C1=O
  -0.6%, ?, 2.9%, 20µM*, -22.2, -17.1%, -9.7%, 24.1%, 6.8%
> CC(C(=O)O)N1C(=O)CSC1=S (stereo unspecified)
  -2.0%, -10.2%, 3.3%, i, -5.8, 11.0%, 11.9%, -7.5%, -2.3%
> CSc1n[nH]c(=O)n1C1CCCCC1
  7.1%, ., -27.6%, i, 13.8, 2.2%, 8.5%, -3.7%, 9.6%

Screens in order: HT1080 IDH1KD tx, ATXN2 expr inh, SW480 rerep, S2 tox, IL-1B inflam inh, KB-3-1 cytotox, HT1080-NT tox, MCF10A rerep, KB-V1 MDR tox
> CCCS(=O)(=O)N1CCC(C(=O)NCCN2CCCC2)CC1
  0.8%, -5.2%, 2.3%, i, 9.4, 5.9%, 1.1%, -6.1%, 24.9%
> Cc1ccc(Cn2nc(C)c(NC(=O)CCCn3nc([N+](=O)[O-])c(Cl)c3C)c2C)cc1
  -4.8%, -13.8%, -11.3%, i, -27.2, 13.9%, 1.4%, 4.0%, ?
> CSc1ccccc1C(=O)Nc1ccc(S(=O)(=O)NC2=NCCCCC2)cc1
  -1.4%, ., 3.5%, i, -12.3, 8.9%, -2.8%, -2.0%, -14.6%
> CC(=O)NC1C(Oc2ccc(C=O)cc2)OC(COC(C)=O)C(OC(C)=O)C1OC(C)=O (stereo unspecified)
  -1.0%, -14.2%, -29.4%, i, -21.7, 1.6%, 4.5%, -33.6%[inhibitor], 1.1%
> NS(=O)(=O)c1ccc(NC(=O)CSc2nnc(NC3CC3)s2)cc1
  -1.2%, 3.2%, 1.1%, i, 7.7, 2.5%, 5.2%, 2.2%, -3.8%
> CC(OCC(O)CN1CCN(S(=O)(=O)c2ccc(Cl)cc2)CC1)c1ccc(Cl)cc1 (stereo unspecified)
  -20.8%, ., ., ?, -23.1, -2.3%, -9.6%, ., ?
> CCCCC(=O)Nc1cc(OC)c(NC(=S)Nc2ccc(OC)cc2)cc1OC
  9.2%, ., -0.8%, i, -0.5, 1.9%, 7.0%, 10.2%, -6.6%
> Cc1ccc(/C=N/NC(=O)c2cc(C3CC3)nc3ccccc23)o1
  5.8µM*, ?, 20.6µM*, ?, 59.3, ?, ?, 5.8µM*, ?
> CNc1sc(C(=O)c2ccc(F)cc2)c(N)c1-c1nc2ccccc2s1
  6.31µM*, 34.6%, 5.17µM*, i, 9.5, 3.3%, 11.2µM*, 16.4µM*, -10.7%
> Cc1ccc(C)c(OCc2cc(C(=O)N3CCN(C4CCCCC4)CC3)no2)c1
  -4.4%, ., ., i, -10.7, 4.1%, -5.3%, ., -27.8%
> Cc1ccc(-c2nn(-c3ccccc3)cc2C(=O)NCCCN2CCOCC2)cc1
  -3.6%, 2.1%, -9.2%, i, 15.0, 9.6%, -3.2%, 15.4%, ?
> CC(=O)c1cnc2nc(SCc3ccccc3)nn2c1C
  12.2%, 4.4%, -0.6%, i, -23.0, 6.9%, 13.1%, 1.1%, 0.0%
> COc1cccc(-c2cc3c(=O)n(-c4ccccc4)c(=S)[nH]c3s2)c1
  -13.2%, -10.1%, -1.2%, i, 3.9, -0.2%, -11.3%, 15.8%, -5.2%
> COCCN=C1Sc2nc3c(C)cccc3cc2CN1Cc1ccco1
  -11.5%, -3.8%, -3.0%, i, 4.4, 0.0%, -10.1%, 15.9%, ?
> Cc1cc2c(cc1S(=O)(=O)NCc1ccc(Cl)cc1)OCC(=O)N2
  1.2%, -9.1%, -14.2%, ?, -12.8, 9.4%, 0.1%, 13.3%, 13.7%

Screens in order: HT1080 IDH1KD tx, ATXN2 expr inh, SW480 rerep, S2 tox, IL-1B inflam inh, KB-3-1 cytotox, HT1080-NT tox, MCF10A rerep, KB-V1 MDR tox
> CCn1c(=O)c([N+](=O)[O-])c(N2CCOCC2)c2ccccc21
  13.0%, 6.0%, 0.6%, i, 2.4, 12.9%, 5.3%, -19.4%, 1.3%
> Cc1ccnc(NC(=O)CNC(=O)C23CC4CC(CC(C4)C2)C3)c1
  5.6%, 20.4%, -7.2%, i, 2.6, 25.1%, 1.0%, 2.3%, -14.1%
> CC(C)CC(N)c1csc(Nc2cc(Oc3ccccc3)ncn2)n1 (stereo unspecified)
  -23.5%, 25.1µM*, ., ., 0.0, -6.8%, 20.6µM*, ., ?
> CNS(=O)(=O)c1ccc(C(=O)NCC(=O)NC(C)c2cccs2)cc1 (stereo unspecified)
  2.1%, -6.5%, 31.7%, i, 0.0, -0.3%, -2.1%, -6.3%, 3.7%
> CC1=C([N+](=O)[O-])C(c2ccc(Cl)cc2)NC(=O)N1C (stereo unspecified)
  -3.9%, -24.4%, ?, i, 34.1, -8.6%, 0.4%, ?, -2.1%
> COCCC(=O)N1CCC(Oc2ccc(C(=O)NC3CCCCC3)cc2)CC1
  11.1%, -10.6%, -13.8%, i, 16.0, 4.8%, 4.4%, ?, 6.4%
> O=C(C1CCCCCC1)N1CC[C@@H](N2CCC(O)CC2)[C@H](O)C1
  18.3%, 5.6%, -3.5%, i, -9.4, -3.2%, 13.8%, -0.9%, -11.3%
> COc1ccc(CCNC(=O)CN(c2ccccc2)S(C)(=O)=O)cc1
  13.4%, -22.4%, 2.1%, ., -2.9, 12.5%, 17.3%, -1.0%, -1.2%
> Cc1ccc(S(=O)(=O)N(Cc2cc3ccccc3[nH]c2=O)c2cccc(C)c2)cc1
  8.8%, 9.3%, 4.11µM*, i, 18.4, -11.9%, 4.3%, ?, ?
> Cc1cnc(NS(=O)(=O)c2ccc(N)cc2)nc1-c1ccccc1O
  -4.7%, ., ., i, -26.7, -4.7%, -5.7%, ., 0.3%
> COc1ccccc1Oc1nc(C)c(C(C)=O)cc1C#N
  -2.4%, -14.7%, -19.6%, i, 54.4, -11.9%, 0.0%, 2.1%, -15.2%
> Cc1ccc(S(=O)(=O)N2CCN(c3ncnc4c3cnn4-c3ccccc3)CC2)cc1
  9.1%, -27.0%, -2.2%, i, -2.3, 1.0%, 7.7%, -5.9%, -0.2%
> c1ccc(Oc2nc(-c3ccccn3)nc3ccccc23)cc1
  ?, ?, 20.6µM*, i, ?, ?, -7.6%, ?, -27.6%
> COCCNc1ncnc2onc(-c3ccc(F)cc3)c12
  ., 3.7%, ., i, ., -3.6%, ., ., -36.4%
> CCC1CN(C(=O)Nc2cc(Cl)ccc2C(=O)OC)c2ccccc2S1 (stereo unspecified)
  ., -7.5%, ., i, ., 0.0%, ., ., -5.1%

Screens in order: HT1080 IDH1KD tx, ATXN2 expr inh, SW480 rerep, S2 tox, IL-1B inflam inh, KB-3-1 cytotox, HT1080-NT tox, MCF10A rerep, KB-V1 MDR tox
> O=C(c1ccco1)N1CCN(C(=O)c2cccc3c2C(=O)N(C2CCCCC2)C3)CC1
  6.8%, 5.6%, ?, i, 8.0, 11.0%, 11.9%, ?, 1.8%
> CCOc1ccc(S(=O)(=O)n2nc(C)c(S(=O)(=O)N3CCCCCC3)c2C)cc1
  ., 15.1%, ., i, ., 3.0%, ., ., 23.7%
> CCOc1ccc(NC(=O)C2CCN(S(=O)(=O)c3c(C)noc3C)CC2)cc1
  ?, -3.9%, ?, i, 15.0, 2.4%, ?, -4.5%, 7.0%
> COc1ccc2c(C(=O)NCc3ccc4c(c3)OCO4)c(-c3ccc(S(C)(=O)=O)cc3)sc2c1
  7.3%, ?, 3.66µM*, 35.5µM*, 48.9, -9.3%, 7.6%, 117.6%, 0.0%
> O=C1C(Nc2ccccc2)=CC(c2ccc(Br)cc2)N1c1ccccc1 (stereo unspecified)
  ., 20.0%, ., ?, ., 1.0%, ., ., ?

Compound activity: PubChem BioAssay, National Center for Advancing Translational Sciences (NCATS)

Rows were taken by chance. Share with any hit: about 11%.
